SRC3 inh: SRC3 coactivator transcriptional activity inhibitors, primary screen, cell-based, luminescence. Nuclear receptor coactivator 3 (Homo sapiens), Q9Y6Q9. HEK293 GAL4-SRC3 luciferase reporter. inhibition, % at 3.6 µM. 360,000 compounds, 0.17% hits;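 active means inhibition above a per-campaign cutoff, the mean of all compounds plus 3 SD, cut at about 60% in these data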;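 further: 0% = DMSO-treated cells and 100% = gossypol-treated cells at 36 µM; higher means less SRC3-driven luciferase light from the GAL4 reporter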
NCOA2 inhibitor: inhibition of GAL4-SRC2 driven luciferase reporter, primary screen, SRC2 inhibitor project, cell-based, luminescence. Nuclear receptor coactivator 2 (Homo sapiens), Q15596. HEK293 GAL4-SRC2 luciferase reporter. inhibition, % at 9 µM. 370,000 compounds, 0.17% hits;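 active means inhibition above the mean inhibition of all tested compounds plus 3 SD, set per campaign, cut at about 52% in these data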;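 further: 0% = DMSO treated cells and 100% = cells given Gossypol at 36 µM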
TROY signal inh: inhibitors of TROY-driven NF-kB signaling, primary screen, Q293 LMP1-TROYcd cells, NF-kB luciferase, uHTS | Q293 LMP1-TROYcd NF-kB luciferase reporter, 4 h | AID 1347056, 2019 | 360,000 compounds, 0.98% hits | inhibition, % at 10 µM;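 active means compounds whose plate-normalised and pattern-corrected inhibition of the luciferase reporter signal at the single screening dose is 50% or more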
Vif imaging: HIV Vif self-association inhibitors, primary screen, imaging, HEK293T, single point. HEK293T cells, Vif self-association by quenched fluorescence, 24 h. inhibition, % at 7.49 µM. 340,000 compounds, 0.35% hits; in the data active means inhibition above about 50%, passing the limit was not always enough; further: some results filed as inactive read as strong as hits
TRAIL sens C8: viability loss with TRAIL in NB7+C8 cells, primary screen, TRAIL sensitizer project, cell-based, ATPlite luminescence. inhibition (viability loss, TRAIL sensitization), % at 10 µM. 360,000 compounds, 1% hits. AID 624354, 2012;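 active means compounds causing at least 50% loss of cell viability in the single-dose screen, relative to plate controls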
LMP1 NFkB inh: EBV LMP1-driven NF-kappaB luciferase reporter inhibitors, primary screen, cell-based, luminescence, single point; 350,000 compounds, 0.69% hits; LMP1-induced NF-kappaB luciferase reporter cells; inhibition, % at 12.5 µM; AID 504558, 2011; in the data active means inhibition above about 41%;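 further: 0% = neutral control wells and 100% = reference inhibitor control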
NR5A2 inv ag: LRH-1 (NR5A2) inverse agonists, primary screen, cell-based, luminescence, HEK293T, StAR-luciferase reporter; LRH-1 transfected, 24 h; inhibition, % at 3.6 µM; 360,000 compounds, 0.13% hits;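 active means inhibition above the mean inhibition of all tested compounds plus 3 SD, cut at about 73% in these data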;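 further: 0% = DMSO wells and 100% = reporter-only cells lacking LRH-1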
COUP-TFII inh: NR2F2 transcriptional activity inhibitors, primary screen, cell-based, luciferase reporter, HEK293T, luminescence; HEK293T NGFI-A luciferase reporter; AID 686940, 2013; 370,000 compounds, 0.7% hits; COUP transcription factor 2 (Homo sapiens), P24468; inhibition, % at 8.6 µM;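 active means inhibition above a per-plate cutoff, mean inhibition of test wells between control levels plus 3 SD, cut at about 38% in these data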;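 further: cells cotransfected with COUP-TFII expression vector driving the NGFI-A reporter; 0% = median of COUP-TF2 test wells and 100% = reporter-only cells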
NOD2 RIPK2 PPI: NOD2-RIPK2 binding disruptors in cells, primary screen, fluorescence, CHO cells, BLA complementation | inhibition, % at 4.98 µM | 360,000 compounds, 0.38% hits | AID 624267, 2012 | CCF4 ratio | Receptor-interacting serine/threonine-protein kinase 2 (Homo sapiens), O43353; in the data active means inhibition above about 21%;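 further: 0% = vehicle only and 100% = reference blocker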
SRC1 inh: SRC1 coactivator transcriptional activity inhibitors, primary screen, cell-based, luminescence. inhibition, % at 3.6 µM. 360,000 compounds, 0.12% hits. HEK293 GAL4-SRC1 luciferase reporter. Nuclear receptor coactivator 1 (Homo sapiens), Q15788;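 active means inhibition above the campaign mean plus 3 SD, with each screening campaign given its own cutoff, cut at about 60% in these data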;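 further: 0% = DMSO treated cells and 100% = gossypol at 36 µM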
TLR9-MyD88 inh: inhibitors of TLR9-MyD88 association in cells, primary screen, cell-based, CHO, BLA complementation, fluorescence; 340,000 compounds, 0.21% hits; Toll-like receptor 9 (Homo sapiens) + Myeloid differentiation primary response protein …; inhibition, % at 4.98 µM; CCF4 FRET ratio;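 active means inhibition above the mean over all tested compounds plus 3 SD, cut at about 21% in these data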;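 further: 0% = DMSO only wells and 100% = clavulanate BLA inhibitor control wells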
* hit, by the source's call; . = not tested or not shown. This is a subset, so the mix of outcomes need not match the whole.

SMILES	SRC3 inh	NCOA2 inhibitor	TROY signal inh	Vif imaging	TRAIL sens C8	LMP1 NFkB inh	NR5A2 inv ag	COUP-TFII inh	NOD2 RIPK2 PPI	SRC1 inh	TLR9-MyD88 inh
CCCCCC(=O)Nc1nc(C)c(-c2csc(Nc3cc(Cl)ccc3C)n2)s1	8	10	13	11	1	-2	30	-11	-8	-6	-5
COc1ccc(S(=O)(=O)NCC(c2cccnc2)N2CCN(Cc3ccccc3)CC2)cc1C (stereo not drawn)	-9	-2	-22	4	11	-4	-8	7	1	-9	-4
CC(CN1CCCC1)OC(=O)Cc1ccc(Cl)cc1 (stereo not drawn)	-7	7	18	4	-8	5	-9	18	-20	-11	-6
CCOc1ccc(NC(=O)c2cccc3c2C(=O)N(Cc2cccnc2)C3)cc1	-41	9	-33	-13	21	1	-15	9	-6	-22	3
CC[C@H](C)[C@H](NC(N)=O)C(=O)NNC(=O)c1ccc(COc2cccc3cccnc23)cc1	-7	-18	7	13	8	-19	-23	-10	-12	-2	-3
COC(=O)C1=C(C)N(Cc2ccccc2)C(=O)/C1=C\c1ccco1	4	-26	-4	2	9	8	-18	10	2	-2	-3
C/C(=N/NC(=O)c1cc(-c2cccc([N+](=O)[O-])c2)n[nH]1)c1ccc(Cl)cc1	-11	9	4	-24	0	1	22	14	-13	3	9
O=C(CN1CCOCC1)Nc1nc2ccc(Br)cc2s1	-20	-27	-27	-15	-5	-10	-37	-9	3	-29	-5
O=C(COC(=O)c1cccnc1Nc1ccccc1F)NCc1ccc2c(c1)OCO2	-4	-15	-24	6	-11	3	-2	3	-9	0	0
O=C(NCC(=O)N1CCN(c2ccccc2O)CC1)c1ccc(Br)o1	18	3	-31	3	-35	-4	3	-30	-7	6	0
CN(CCO)c1cc(N(C)CCO)c([N+](=O)[O-])cc1[N+](=O)[O-]	0	-12	-26	-4	-2	-3	19	-10	-36	-2	-12
O=C(Cc1nnc(NC(=O)Nc2ccccc2F)s1)NCc1ccccc1	-12	-5	-7	0	5	.	6	-2	-4	-8	.
Brc1c(CSc2nncn2-c2ccccc2)nc2ncccn12	14	-16	-32	.	12	2	1	-7	-8	3	-1
COc1cccc(NC(=O)N2CCCC(C(=O)NCc3ccc(F)cc3)C2)c1 (stereo not drawn)	1	-24	-7	.	7	-2	-3	2	5	5	-10
CCOC(=O)CSc1nnc(C)c(C)n1	5	17	11	11	-2	-2	-30	-3	-6	-18	12
CC(C)C(=O)NC(=O)COC(=O)/C=C/c1cccs1	11	-16	-31	3	0	-1	-3	2	2	-13	-2
O=c1cc(-c2ccccc2)nc2nc(-c3ccco3)[nH]n12	10	-12	-15	3	21	8	2	11	-7	-9	-11
O=C(NC(=S)Nc1cc(Cl)ccc1O)c1cccc(Br)c1	-46	-37	-45	-3	9	-4	-7	-6	4	-24	-7
COCCn1c(C)cc(C2=NNC(=Nc3ccc(OC)cc3)SC2)c1C	-13	.	-4	11	12	4	14	.	-3	-18	10
CSC1=NCCN1C(=O)Cc1ccc(F)cc1	23	-8	-14	11	-3	-1	5	-10	-13	6	4
NNC(=O)COc1ccc(C(F)(F)F)cc1	6	35	-7	-22	-1	-7	-8	-1	-8	15	-1
Cc1onc(-c2ccccc2)c1-c1nc2ccccc2c(=O)o1	-2	27	8	33	14	-3	3	-25	4	-21	1
COc1cccc(-c2nc(CS(=O)CC(=O)NC3CC3)c(C)o2)c1 (stereo not drawn)	5	-4	-10	.	-3	2	22	15	-6	-2	2
Oc1ccc(Cc2ccccc2)c2cccnc12	-21	-17	-24	4	-1	.	-7	3	6	-4	.

Structures shown so far that have four or more nitrogen atoms, in the order listed:
SMILES	SRC3 inh	NCOA2 inhibitor	TROY signal inh	Vif imaging	TRAIL sens C8	LMP1 NFkB inh	NR5A2 inv ag	COUP-TFII inh	NOD2 RIPK2 PPI	SRC1 inh	TLR9-MyD88 inh
CCCCCC(=O)Nc1nc(C)c(-c2csc(Nc3cc(Cl)ccc3C)n2)s1	8	10	13	11	1	-2	30	-11	-8	-6	-5
COc1ccc(S(=O)(=O)NCC(c2cccnc2)N2CCN(Cc3ccccc3)CC2)cc1C (stereo not drawn)	-9	-2	-22	4	11	-4	-8	7	1	-9	-4
CC[C@H](C)[C@H](NC(N)=O)C(=O)NNC(=O)c1ccc(COc2cccc3cccnc23)cc1	-7	-18	7	13	8	-19	-23	-10	-12	-2	-3
C/C(=N/NC(=O)c1cc(-c2cccc([N+](=O)[O-])c2)n[nH]1)c1ccc(Cl)cc1	-11	9	4	-24	0	1	22	14	-13	3	9
CN(CCO)c1cc(N(C)CCO)c([N+](=O)[O-])cc1[N+](=O)[O-]	0	-12	-26	-4	-2	-3	19	-10	-36	-2	-12
O=C(Cc1nnc(NC(=O)Nc2ccccc2F)s1)NCc1ccccc1	-12	-5	-7	0	5	.	6	-2	-4	-8	.
Brc1c(CSc2nncn2-c2ccccc2)nc2ncccn12	14	-16	-32	.	12	2	1	-7	-8	3	-1
O=c1cc(-c2ccccc2)nc2nc(-c3ccco3)[nH]n12	10	-12	-15	3	21	8	2	11	-7	-9	-11
COCCn1c(C)cc(C2=NNC(=Nc3ccc(OC)cc3)SC2)c1C	-13	.	-4	11	12	4	14	.	-3	-18	10

One compound at a time, as listed above. Values in the order: SRC3 inh, NCOA2 inhibitor, TROY signal inh, Vif imaging, TRAIL sens C8, LMP1 NFkB inh, NR5A2 inv ag, COUP-TFII inh, NOD2 RIPK2 PPI, SRC1 inh, TLR9-MyD88 inh
COc1cccc(NC(=O)N2CCCC(C(=O)NCc3ccc(F)cc3)C2)c1 (stereo not drawn) as listed: 1, -24, -7, ., 7, -2, -3, 2, 5, 5, -10
CCOC(=O)CSc1nnc(C)c(C)n1 as listed: 5, 17, 11, 11, -2, -2, -30, -3, -6, -18, 12
